High-throughput results (PubChem BioAssay)
CHX counter: counter-screen for Shiga toxin inhibitors: cycloheximide protein synthesis inhibition. cell reporter, cycloheximide protein synthesis inhibition counterscreen. max response, %. actives 12% (n = 300,000). AID 2314; in the data active = max response mostly above about 13%, no sharp cut-off; inactive = mostly below about 14%; also: read at 38.3 µM for the half of the compounds with a filed dose; 0% is about no effect
LmPK inh: inhibitors of Leishmania mexicana pyruvate kinase. purified LmPK, Kinase-Glo ATP luminescence, 1 h. Q27686. Potency, µM (series often up to 57.5 µM), for inactives: at the highest dose activity change, negative = inhibition, actives largely listed as inhibitors. actives 0.37% (n = 290,000); also: potency is read from the fitted curve at half-maximal effect; % is scaled to controls: 0 for no effect and ±100 for the full control effect
Target sequence (Q27686 whole entry, looked up): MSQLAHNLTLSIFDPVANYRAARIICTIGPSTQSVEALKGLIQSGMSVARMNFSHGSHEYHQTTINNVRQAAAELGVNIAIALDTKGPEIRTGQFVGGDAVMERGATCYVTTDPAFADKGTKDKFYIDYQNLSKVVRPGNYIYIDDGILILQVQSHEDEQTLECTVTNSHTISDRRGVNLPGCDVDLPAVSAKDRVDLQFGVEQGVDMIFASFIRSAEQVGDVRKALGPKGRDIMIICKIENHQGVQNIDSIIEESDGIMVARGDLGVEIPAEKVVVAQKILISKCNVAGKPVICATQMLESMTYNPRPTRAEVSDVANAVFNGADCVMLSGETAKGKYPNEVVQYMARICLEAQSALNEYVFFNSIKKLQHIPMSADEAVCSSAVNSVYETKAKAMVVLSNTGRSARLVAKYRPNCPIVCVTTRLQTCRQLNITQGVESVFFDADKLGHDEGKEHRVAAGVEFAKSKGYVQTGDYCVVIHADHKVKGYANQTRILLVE
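In 50 mM imidazole pH 7.2 with 7 mM MgCl2, LmPK (0.1 nM) turned over PEP (0.5 mM) and ADP (0.1 mM) for 1 h at room temperature. Luciferase read-out of ATP.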
Shiga inhibitor: Shiga toxin inhibition; AID 2315; Vero cells, Shiga toxin protein synthesis inhibition reporter; actives 9.2% (n = 290,000); inhibition, % at 38.7 µM; in the data active = inhibition mostly above about 28%, no sharp cut-off; inactive = mostly below about 43%; also: 0% is about no effect
Pf growth 96h: P. falciparum growth inhibition at 96 hours | actives 6.9% (n = 320,000) | P. falciparum luciferase reporter growth, 96 h | AID 504834 | Potency, µM (top dose mostly 28.7 µM), inactives show at the highest dose activity change, negative = inhibition, actives largely listed as inhibitors; also: potency is read from the fitted curve at half-maximal effect; % is scaled to controls: 0 for no effect and ±100 for the full control effect
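Compounds incubated with erythrocytes infected by luciferase-expressing P. falciparum (2% hematocrit, 0.05% parasitemia final) for 96 hours, 37 C in 5% CO2. Growth inhibition scored as decreased luciferase luminescence.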
HCV inhibitor: inhibitors of hepatitis C virus infection; Huh7.5.1 HCVcc-Cre infection, luciferase reporter, 44 h; Potency, µM (titrated, usually from 41.8 µM), for the others: at the top dose activity change, negative = inhibition, hits mostly inhibitors; actives 3.4% (n = 340,000); AID 651820; also: potency is read from the fitted curve at half-maximal effect; % is scaled to controls: 0 for no effect and ±100 for the full control effect
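Cells (1,000/well) were plated 4 h before compound, then infected with HCVcc-Cre virus (~0.5 moi). After 44 h further culture, infection was read as luciferase luminescence following a 15 min substrate incubation at room temperature.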
Pf growth 48h: P. falciparum growth inhibition at 48 hours (one generation). P. falciparum luciferase growth in erythrocytes, 48 h. Potency, µM (top dose mostly 28.7 µM), inactives show at the highest dose activity change, negative = inhibition, actives largely listed as inhibitors. actives 5.9% (n = 310,000). AID 504832; also: potency is read from the fitted curve at half-maximal effect; % is scaled to controls: 0 for no effect and ±100 for the full control effect
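Erythrocytes infected with P. falciparum carrying an integrated firefly luciferase reporter (2% hematocrit, 0.1% parasitemia final) were exposed to compounds in RPMI 1640 with 0.5% Albumax at 37 C, 5% CO2. Growth inhibition was scored as reduced luminescence.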
TbPYK inhibitor: blocks Trypanosoma brucei pyruvate kinase; Q57TT1; TbPYK enzyme, Kinase-Glo Plus ATP luminescence, 45 min; Potency, µM (doses to about 76.8 µM), inactives show at the highest dose activity, negative = inhibition, usual class: inhibitors; actives 0.12% (n = 410,000); AID 624173; also: potency is read from the fitted curve at half-maximal effect; % is scaled to controls: 0 for no effect and ±100 for the full control effect; nearly all actives have a fitted effect of over 50% in size
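TbPYK + substrate in 50 mM TEA pH 7.2, 100 mM KCl, 10 mM MgCl2, 0.05% BSA, 0.01% Tween-20; cpd pinned; ADP 130 uM final; 45 min RT; Kinase-Glo Plus 10 min; luminescence endpoint.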
Numbers without * were called inactive; ? = inconclusive; · = not tested or not shown; [ ] = dose if it differs, or a comment. Unless noted, calls follow the shape of the dose curve; as a rule, active = well fitted curve in the direction sought with a large enough effect; inconclusive = small, poorly fitted or top-dose-only effect, or another doubt; inactive = no such curve, though single readings can be large; an effect the other way counts as inactive or inconclusive.

SMILES	CHX counter	LmPK inh	Shiga inhibitor	Pf growth 96h	HCV inhibitor	Pf growth 48h	TbPYK inhibitor
Cc1oc(-c2ccccc2)cc1C(=O)Nc1cccc(C(=O)O)c1	12	1%	-10	?	13%	56%[activator]	-10%
N#Cc1cc2c(nc1SCC(=O)Nc1sc3c(c1C#N)CCC3)CCC2	7	6%	-1	52%[activator]	1%	19%	-2%
COC(=O)c1c(-c2cccc3ccccc23)csc1NC(=O)Cc1ccc(OC)c(OC)c1	-3	1%	-6	2.6µM*	5.6µM*	·	-4%
CC(=O)Nc1ccc(S(=O)(=O)N2CCN(C34CC5CC(CC(C5)C3)C4)CC2)cc1	3	0%	-7	30%[activator]	16%	-24%	-2%
c1ccc(OCc2nn3c(Cn4nnc5ccccc54)nnc3s2)cc1	8	5%	-4	·	?	12%	-15%
Cc1ccc(NC(=O)C2CCN(C(=O)c3ccc(Cl)cc3)CC2)nc1	·	·	·	?	?	-10%	4%
OCCN1CCN(C(=S)NCCc2ccccc2)CC1	18*	-2%	71*	57%[activator]	?	57%[activator]	-9%
Cc1onc(NC(=O)NC(=O)c2c(F)cccc2Cl)c1Br	3	1%	3	38%[activator]	7%	12%	-4%
CSC1=NC(C)(C)C=C(/C=C/c2c(Cl)cccc2Cl)N1	18	2%	-6	?	-27%	?	-7%
Cc1ccc(C)c(/C=C/C(=O)c2ccccc(=O)c2O)c1	111*	-2%	52*	1.5µM*	?	4.1µM*	0%
CCCCn1c(N)c(N(CCOC)C(=O)CSc2nnc(-c3ccc(C(C)(C)C)cc3)n2N)c(=O)[nH]c1=O	·	·	·	?	2%	?	0%
COCCn1nnnc1C(c1cccc(OC)c1OC)N1CCN(C2CCCCC2)CC1 (configuration not stated)	-4	4%	-16	30%[activator]	-5%	8%	1%
O=C(O)Cc1coc(-c2ccc(F)cc2)n1	-2	1%	-5	?	7%	·	-5%
Cc1nc(N2CCN(C)CC2)c2sc(=S)n(C)c2n1	-4	5%	-12	9.3µM*	?	·	0%
CNS(=O)(=O)c1ccc(CCC(=O)N2CCN(c3ccccc3OC)CC2)cc1	-1	-8%	-5	?	?	?	-3%
CN(C1CCCCC1)S(=O)(=O)c1cccc(C#N)c1	-4	3%	-4	58%[activator]	14%	13%	-2%
CCOCCCNC(=O)C(c1ccc(Cl)cc1)N(Cc1cccs1)C(=O)CNC(C)=O (configuration not stated)	-3	-1%	-12	-8%	-7%	29%	-3%
COc1ccc(CCNC(=O)c2ccc(NS(=O)(=O)c3ccc4[nH]c(=O)[nH]c4c3)cc2)cc1OC	9	-12%	-6	?	-2%	11%	-2%
Cc1cc(C)c2nc(NNC(=O)c3cc(=O)c4ccccc4o3)sc2c1	19*	5%	28	?	-22%	?	?
CN1CCN(C(=O)c2cc(COc3ccccc3)on2)[C@@H](c2ccccc2)C1	55*	3%	117*	32%[activator]	-1%	?	-18%
CC(=O)Nc1ccc(C(=O)OCC(=O)Nc2ccc(Cl)cc2C(=O)c2ccccc2)cc1	-2	3%	9	-3%	12%	-1%	2%
CC1=C(C)C(OCCCl)N(c2cc(O)c(Cl)cc2F)C1=O (configuration not stated)	-3	4%	-5	36%[activator]	16%	23%	3%
CN(C(=O)CSc1nc2ccc(Br)cc2c(=O)n1Cc1ccco1)C1CCS(=O)(=O)C1 (configuration not stated)	-3	6%	5	?	?	?	-4%
CC1SCC(=O)N(CC(=O)Nc2ccc3c(c2)OCO3)C1=O (configuration not stated)	-2	-6%	25	42%[activator]	23%	-1%	5%
Cc1ccc(NCc2ccc(C)s2)cc1	37*	-4%	66*	-2%	·	3%	·

Only LmPK inh, TbPYK inhibitor and CHX counter, for some of the entries so far:
structure	LmPK inh	TbPYK inhibitor	CHX counter
COCCn1nnnc1C(c1cccc(OC)c1OC)N1CCN(C2CCCCC2)CC1 (configuration not stated)	4%	1%	-4
O=C(O)Cc1coc(-c2ccc(F)cc2)n1	1%	-5%	-2

Next entries follow.
SMILES	CHX counter	LmPK inh	Shiga inhibitor	Pf growth 96h	HCV inhibitor	Pf growth 48h	TbPYK inhibitor
CCOC(=O)C1=C(COC(=O)CNC(=O)c2cccc(C)c2)NC(=O)NC1C (configuration not stated)	·	·	·	6%	21%	4%	0%
O=C(Cc1ccc(Cl)cc1)Nc1cccc(-c2nnc(-c3ccco3)o2)c1	3	2%	-3	-29%	?	?	-2%
c1ccc(N2CCN(c3nnc(Cc4cccnc4)c4ccccc34)CC2)nc1	-2	-1%	-11	-10%	?	7.4µM*	-3%
c1ccc(CN=C2NN=C(c3cc4ccccc4o3)CS2)cc1	26*	-1%	44*	?	-15%	?	0%
CNc1nc(Cl)c(SC)c(NCc2ccc(F)cc2)n1	-3	-4%	11	-75%	-10%	?	1%
CCNc1nc(CC)nc2c1oc1ccccc12	-2	1%	-9	?	-16%	0%	0%
CCOc1ccc(C(=O)N2CCc3cc(OC)c(OC)cc3C2)cc1OCC	-1	2%	-9	?	?	?	-3%
CCCCc1ccc(NC(=S)Nc2cccnc2)cc1	9	-3%	3	23%	-16%	15%	-10%
Cc1ccc(NC(=O)OCc2cn(-c3ccc(Cl)cc3)nn2)cc1	-1	2%	3	24%	9%	29%	2%
O=C(CSc1ncnc2ccccc12)Nc1ccc2c(c1)OCO2	17	-1%	-3	33%[activator]	?	-15%	2%
O=C(O)C1=C[C@H](c2csc3ccccc23)C[C@H](OCCCCO)O1	2	6%	-10	3%	37%[activator]	16%	-6%
COc1ccc(OCc2ccc(/C=N\NC(=O)c3sccc3C)o2)cc1	25*	-4%	68*	35%[activator]	-17%	34%[activator]	-8%
COc1ccc(C(=O)Nc2ccc(C)cn2)cc1S(=O)(=O)N1CCCc2ccccc21	·	·	·	?	4.5µM*	12µM*	-1%
Cc1ccc(N2CC(C(=O)Nc3ccc(S(=O)(=O)Nc4nccs4)cc3)CC2=O)cc1 (configuration not stated)	2	11%	-4	?	20%	-25%	-9%
CC(C)n1cnc2c(NCc3ccc(S(N)(=O)=O)cc3)nc(NCc3ccc(S(N)(=O)=O)cc3)nc21	-3	5%	-7	?	22%	?	-8%
Cc1nnc(C)n1/N=C/c1cccn1C	-1	-2%	-7	?	13%	10%	?
CCc1ccc2c(CN3CCN(Cc4ccccc4)CC3)cc(=O)oc2c1	-3	-2%	4	?	?	-17%	0%
COc1ccc(-c2csc(NC(=O)C3CCN(c4ncnc5sc(C)c(C)c45)CC3)n2)cc1OC	·	·	·	?	2.5µM*	?	-2%
O=c1[nH]c(=O)n(Cc2ccco2)c2c1C(C(F)(F)F)(C(F)(F)F)N=C(CCc1ccccc1)N2	-2	2%	-16	2.3µM*	?	?	-2%
Cc1ccc(S(=O)(=O)NC(=O)Nc2ccccc2)cc1	1	2%	4	6.6µM*	8%	31%[activator]	3%
C=CCn1c(SCC(=O)Nc2ccccc2)nc2scc(-c3cccs3)c2c1=O	-1	-2%	3	-11%	-21%	·	-5%
Nc1nonc1C(=O)N/N=C\c1cc2c(cc1Cl)OCO2	44*	-14%	42*	-13%	-19%	0%	-9%
CCN(CC)C(=O)CSc1ncnc2sc(-c3ccccc3)cc12	34	0%	36	·	13µM*	64%[activator]	·
COc1ccc(C(=O)NCc2ccc3c(c2)OCO3)c(OC)c1	0	-1%	·	15%	-22%	?	-1%
O=Cc1c(Cl)nc2ccccn2c1=O	1	5%	15	-12%	10µM*	15%	2%
Clc1ccccc1/C=C/C=N/Nc1nc(N2CCOCC2)nc(N2CCOCC2)n1	-6	10%	-1	?	?	?	-2%
O=C(NCCCN1CCOCC1)C(=O)N/N=C/c1ccccc1	5	-5%	-18	12%	-7%	4%	-5%
COc1cc(NC(=O)c2ccccc2)c(OC)cc1NC(=O)CSc1[nH]c(=O)cc(C)c1C#N	-6	2%	-7	-17%	?	-23%	-6%
CC(C)CNC(=O)c1cc2nc3c(c(C(F)(F)F)n2n1)CCc1ccccc1-3	-3	-8%	-19	27%	4%	·	36%[activator]
O=[N+]([O-])c1ccc([C@H](O)[C@H](CO)N=Cc2ccccc2O)cc1	-1	-18%	-21	·	28%	14%	-7%
N#C/C(=C/c1ccc(C(=O)O)cc1)C(=O)NCc1ccccc1	-1	3%	-8	-2%	6%	3%	-10%
Cc1ccccc1Cn1c(=O)n(CCCC(=O)NCc2ccco2)c(=O)c2ccccc21	14*	-3%	14	?	0%	?	-5%
CCOc1ccc(C(=O)Nc2ccc(C(F)(F)F)n(C)c2=O)cc1	-5	2%	-15	1%	20%	7%	-5%
COc1ccc2oc(C(=O)N(Cc3ccco3)Cc3cccs3)c(C)c2c1	·	·	·	?	10%[8.37 µM]	?	-9%
COc1ccc(-c2cc(C(=O)Nc3ccc(S(=O)(=O)Nc4onc(C)c4C)cc3)c3ccccc3n2)cc1OC	0	3%	-2	?	-11%	?	0%
CCOc1ccc(N2C(=O)C3Sc4[nH]c(=O)sc4C(c4ccc(OC)c(OC)c4)C3C2=O)cc1 (configuration not stated)	1	-1%	23	24%	-8%	17%	-17%
COC(=O)C1=C(C)N(C)C(=O)/C1=C\c1ccco1	-4	-2%	-14	21%	?	23%	2%
Nc1nc(-c2ccc(-c3ccccc3)cc2)cs1	62*	-14%	151*	472%[activator]	10µM*	·	-20%
CC(C)NC(=O)C1CCN(C2CCN(Cc3cn[nH]c3-c3ccccc3)CC2)CC1	-3	-2%	-2	61%[activator]	8%	-18%	-3%
Cc1onc(-c2ccccc2Cl)c1C(=O)NCc1cccs1	2	2%	11	25%	20%	?	-7%
O=S(=O)(Cc1ccc(Cl)cc1)Nc1ccc2c(c1)OCO2	1	-5%	-9	·	6%	7%	-17%
CN1CCC(N(C)S(=O)(=O)c2ccc(NC(=O)COc3ccc(F)cc3)cc2)CC1	·	·	·	?	-9%	?	0%
CC(=O)Nc1ccc(S(=O)(=O)N2CCC(c3nc4c(nnn4Cc4ccccc4Cl)c(=O)[nH]3)CC2)cc1	-3	-5%	36	39%[activator]	1%	?	-4%
N#C/C(=C\c1ccccc1)C(=O)NC1CC1	8	-6%	5	16%	11%	8%	-4%
CCOc1ccc(N(CC(=O)NC(C(C)C)C(C)C)S(=O)(=O)c2ccc(OC)c(OC)c2)cc1	-3	1%	16	-4%	10µM*	?	0%
CCCCOc1ccc(N2C(=O)CC(NCCc3ccc(S(N)(=O)=O)cc3)C2=O)cc1 (configuration not stated)	-5	4%	24	?	4%	·	-5%
O=C1Cn2c(nc3ccccc32)-c2ccccc2N1	1	0%	10	0%	19%	100%[activator]	-8%
CN1CCN(c2ccccc2NC(=O)c2ccccc2F)CC1	-2	1%	11	?	-9%	-8%	3%
CCCNC(=S)N1CCC(C(=O)c2ccc(OC)cc2)CC1	-2	-9%	-11	?	?	-1%	3%
